Compound activity (PubChem BioAssay)
M1 ag – agonists of human M1 muscarinic receptor; AID 588814; actives 0.33% (n = 360,000); P11229; CHO-K1 hM1, Fluo-8 calcium fluorescence, agonist mode; 0% DMSO, 100% acetylcholine EC100; activation, % at 3 µM;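 active = activation above the run's mean compound activation plus 3 SD, cut at about 16% in these data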;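 note: peak over basal fluorescence ratio within a 140 s kinetic read after compound addition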
OXTR potentiator – human OXTR potentiation; CHO-OTR cells, Fluo-8 calcium fluorescence, potentiator mode; 0% = oxytocin EC15, 100% = EC100; activation, % at 3 µM; actives 0.061% (n = 320,000); AID 2445;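 active = activation above that plate's cutoff, the mean activation of tested compounds plus 3 SD, cut at about 6.6% in these data, passing the limit was not always enough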;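 note: 100% uses oxytocin at 75 nM as the full agonist control; some results filed as inactive read as strong as hits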
Target sequence (P30559 whole entry, looked up): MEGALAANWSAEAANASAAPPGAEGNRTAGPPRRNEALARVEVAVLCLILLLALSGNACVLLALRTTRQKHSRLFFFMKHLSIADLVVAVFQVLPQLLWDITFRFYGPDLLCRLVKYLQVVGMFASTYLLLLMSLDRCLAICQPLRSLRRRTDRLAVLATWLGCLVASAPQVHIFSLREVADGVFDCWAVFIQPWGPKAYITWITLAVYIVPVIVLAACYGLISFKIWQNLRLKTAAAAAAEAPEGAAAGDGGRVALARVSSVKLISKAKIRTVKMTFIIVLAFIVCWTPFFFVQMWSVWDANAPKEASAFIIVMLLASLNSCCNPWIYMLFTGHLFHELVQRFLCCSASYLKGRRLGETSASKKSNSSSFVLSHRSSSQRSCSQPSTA
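test system = CHO-OTR cells, human receptor | compound = single-point 3.0 µM | schedule = 6 min compound pre-incubation at room temperature, 100 s kinetic read | signal = Fluo-8 no-wash calcium dye fluorescence, excitation 470-495 nm, emission 515-575 nm | repeats = single well per compound, singlicate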
M4 antag – blocks acetylcholine activation of human M4 receptor | P08173 | CHO-hM4 cells, ACh EC80, Fluo-8 calcium fluorescence | inhibition, % at 3 µM | actives 0.73% (n = 360,000) | AID 624125;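 active = inhibition above its plate's cutoff, the mean inhibition of sample wells plus 3 SD, cut at about 27% in these data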;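 note: 0% = acetylcholine EC80 with DMSO and 100% = DMSO without agonist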
Target sequence (P08173 whole entry, looked up): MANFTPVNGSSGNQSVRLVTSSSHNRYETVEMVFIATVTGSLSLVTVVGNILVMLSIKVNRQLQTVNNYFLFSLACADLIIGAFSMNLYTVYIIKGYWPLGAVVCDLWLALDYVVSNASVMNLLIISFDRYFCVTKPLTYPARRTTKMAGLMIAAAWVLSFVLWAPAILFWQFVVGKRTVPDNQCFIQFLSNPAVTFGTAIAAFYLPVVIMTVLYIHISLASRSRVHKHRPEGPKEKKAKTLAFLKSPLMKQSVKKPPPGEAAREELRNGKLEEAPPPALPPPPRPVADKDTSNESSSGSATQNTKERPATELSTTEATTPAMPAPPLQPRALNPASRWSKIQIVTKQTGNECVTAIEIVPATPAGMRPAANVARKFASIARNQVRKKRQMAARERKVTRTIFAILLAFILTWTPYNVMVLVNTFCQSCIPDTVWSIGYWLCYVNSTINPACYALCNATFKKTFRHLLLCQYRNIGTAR
CHRM1 antagonist – blocks human M1 muscarinic receptor | P11229 | AID 588852 | CHO-K1 hM1, Fluo-8 calcium fluorescence, ACh EC80 antagonist | inhibition, % at 3 µM | actives 1.3% (n = 360,000);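 active = percent inhibition above its own plate's cutoff, namely the mean of that plate's compound wells plus 3 SD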;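 note: peak over basal fluorescence ratio during 140 s after agonist addition; 0% = ACh EC80 plus DMSO and 100% = DMSO alone without agonist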
M1 ag parental – counter-screen for M1 agonists: effect in parental CHO-K1 cells; Fluo-8 calcium fluorescence; scaled to maximal ATP response, vehicle zero; activation, % at 3 µM; actives 0.48% (n = 360,000); in the data active = activation above about 15%;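 note: untransfected CHO-K1 host cells lacking M1 receptor as counterscreen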
M1 PAM – positive allosteric modulators of human M1 muscarinic receptor | activation, % at 3 µM | P11229 | CHO-K1 hM1, Fluo-8 calcium fluorescence, ACh EC20; 0% = ACh EC20, 100% = maximal ACh | actives 0.088% (n = 360,000) | AID 588819; in the data active = activation above about 19%, passing the limit was not always enough
CHRM4 agonist – CHRM4 agonism in calcium assay. CHO-K1 hM4/Gqi5, Fluo-8 calcium fluorescence; vehicle 0%, full acetylcholine response 100%. activation, % at 3 µM. actives 0.14% (n = 360,000). P08173;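 active = activation above the run mean over all test wells plus 3 SD, cut at about 32% in these data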;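 note: peak over basal fluorescence ratio per well then scaled between controls; 0% = DMSO wells and 100% = acetylcholine at EC100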
CHO-K1 Ca antag – nonselective inhibitor or artifact in parental CHO-K1 cells. ATP-induced calcium, Fluo-8 fluorescence. inhibition, % at 3 µM. actives 0.6% (n = 360,000);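 active = inhibition above a per-plate cutoff, the plate's mean sample inhibition plus 3 SD, cut at about 24% in these data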;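 note: 0% = DMSO plus EC80 ATP and 100% = DMSO alone without ATP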
CHO parental Ca – signal in parental CHO cells, OX1R antagonist counter-screen; parental CHO-K1, ATP-induced calcium, Fluo-8 fluorescence; inhibition, % at 5.6 µM; actives 0.63% (n = 330,000); AID 463079;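 active = inhibition above that plate's mean sample inhibition plus 3 SD, cut at about 26% in these data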;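 note: 0% = ATP-challenged DMSO wells and 100% = DMSO wells without ATP; some compounds past the cut are filed as inactive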
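Assay system – parental CHO cells · Reagent – ATP stimulus · Detection – intracellular calcium via Fluo-8 no-wash fluorescent dye · Evaluation – percent inhibition of ATP-evoked calcium rise, normalized to controls · Controls – ATP wells versus no-ATP DMSO wells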
The depositor's hits bear a star; nt = no result given.

smiles,M1 ag,OXTR potentiator,M4 antag,CHRM1 antagonist,M1 ag parental,M1 PAM,CHRM4 agonist,CHO-K1 Ca antag,CHO parental Ca
O=C(NC1CCCCCC1)C(=S)N1CCOCC1,0,-7,-2,-10,1.5,13,0,-13,-5
Cc1ccc(Cn2cc(CN3CC(N4CCSCC4)CS3(=O)=O)nn2)cc1 (stereo not given),nt,nt,-16,nt,1.1,nt,0,-28,nt
COC(=O)COn1c(-n2nc(C)cc2C)nc2ccccc2c1=O,-4,0,-3,-13,0.3,10,0,-1,-11
CCC1OC2(C)OC(=N)C1(C#N)C(C#N)(C#N)C2c1ccccc1 (stereo not given),-4,-6,7,8,0.8,-8,1,-4,-15
CC(C)=CCN1CCN(Cc2cccn2-c2ccccn2)CC1CCO (stereo not given),-8,1,2,-10,0.3,13,1,-15,-13
CN(C(=O)COC(=O)Cc1ccccc1[N+](=O)[O-])C1CCS(=O)(=O)C1 (stereo not given),0,-1,-10,-6,1.1,5,1,-17,6
CCOC(=O)N1CCN(C(=O)c2cc(S(=O)(=O)N3CCc4ccccc43)ccc2OC)CC1,-5,-1,-2,-15,0.4,12,0,-6,-14
Cc1ccc(S(=O)(=O)N2[C@@H](c3cccc4ccccc34)C(C(=O)O)=C[C@H]2C(C)(C)C)cc1,-2,-2,-5,10,0.7,-5,0,-7,12
Cc1ccc(/C=C/C(=O)Nc2cc(S(N)(=O)=O)ccc2O)cc1,-4,2,-1,-12,0.8,9,0,-10,-10
CC(C)CNC(=S)N(CCCN(C)C)Cc1cc2cc3c(cc2[nH]c1=O)OCCO3,-7,-8,8,-8,0.0,1,-1,6,-9

3 compounds already listed, ordered by the number in M4 antag, rising:
compound,M4 antag
Cc1ccc(S(=O)(=O)N2[C@@H](c3cccc4ccccc34)C(C(=O)O)=C[C@H]2C(C)(C)C)cc1,-5
CCC1OC2(C)OC(=N)C1(C#N)C(C#N)(C#N)C2c1ccccc1 (stereo not given),7
CC(C)CNC(=S)N(CCCN(C)C)Cc1cc2cc3c(cc2[nH]c1=O)OCCO3,8

(continued)
smiles,M1 ag,OXTR potentiator,M4 antag,CHRM1 antagonist,M1 ag parental,M1 PAM,CHRM4 agonist,CHO-K1 Ca antag,CHO parental Ca
O=C(O)CCCCCN1C(=O)/C(=C\c2ccncc2)SC1=S,-1,-12,1,-6,0.4,6,1,-3,-5
COc1ccc(/C=N/NC(=O)c2cc[n+]([O-])cc2)cc1,-3,-16,-9,-10,0.2,11,1,-11,4
Cc1n[nH]c(C)c1SCC(=O)Nc1ccc(F)cc1,-1,-4,1,-15,1.0,13,0,-15,-1
CCOC(=O)N(C)c1c(CC)nc2c(OCc3ccccc3C(=O)OC)cccn12,-7,nt,-9,3,0.8,-11,4,-2,nt
COc1ccc(C(=O)n2c(-c3ccco3)nc3ccccc32)cc1,-4,-7,1,-11,0.5,5,0,2,-34
Cc1cc(C)c2c(N)c(C(=O)c3ccccc3Cl)sc2n1,-3,-7,3,17,3.7,-8,9,6,-2
COc1ccc2oc(=O)c(-c3csc(Nc4ccc(O)cc4)n3)cc2c1,-13,-7,10,3,1.6,-1,4,1,-17
O=C(Nc1cccc(O)c1)c1noc2c1CCCCC2,-7,1,18,-3,0.2,3,0,14,-12
O=C1Nc2ncccc2OC1CCO (stereo not given),-4,-4,2,-5,0.5,7,0,-4,-8
Cc1ccc(S(=O)(=O)/N=C(/c2ccccc2)N2CCOCC2)c(C)c1,-5,0,0,18,6.1,-15,24,1,-13
O=S(=O)(c1ccc(F)cc1)N1CCC(n2cnc3ccccc32)CC1,-1,-1,-12,-12,2.0,9,2,-17,-12
COc1ccc(S(=O)(=O)NCCc2ccccc2)cc1,0,-10,-2,29*,-0.3,-9,0,-1,-10
Cc1cc(Br)ccc1SCC(=O)OCC(=O)NCc1ccco1,-4,-9,-16,-8,0.6,6,3,-7,-25
CC1CCC(NC(=O)C2CC(=O)N(c3ccc(Cl)cc3)C2)CC1 (stereo not given),-2,0,3,0,1.0,2,1,-5,-10
Cc1cc(C)cc(N(CCC#N)C(=O)CSC2=Nc3ccccc3C3CC=NN23)c1 (stereo not given),-6,-19,5,15,2.5,-2,9,10,-19
CSc1nc(C)cc(-n2ccc(=O)[nH]c2=O)n1,10,-3,-14,2,0.3,18,0,0,-1
CCN(CC)c1ccc(/C=N/NC(=O)c2nnn(-c3nonc3N)c2-c2ccc(C)cc2)cc1,-3,-7,-8,1,0.1,-1,2,7,-23
COc1ccc(CCN2C(=O)CCC3=C2CCCC3=O)cc1OC,-6,nt,-6,11,0.9,-11,0,4,nt
O=C(NCCSCc1ccc(Cl)cc1)c1cccs1,-1,1,-1,-10,2.0,-1,1,-7,-13
O=C(COc1ccccc1-c1ccccc1)NCCN1C(=O)S/C(=C\c2cccnc2)C1=O,-1,-6,7,-3,2.4,-6,6,6,-20
CC(C(=O)Nc1cccnc1)C1Sc2ccccc2NC1=O (stereo not given),-4,-6,-1,-2,2.8,1,2,-8,-9
Cc1cccc(S(=O)(=O)NCCNS(=O)(=O)c2cccc(C)c2)c1,0,-21,2,-13,2.8,16,3,-10,-17
CCOc1ccccc1NCc1cc(=O)oc2cc(C)ccc12,-9,-9,8,-2,-0.7,-5,1,2,-28
COc1ccc(C2CC(c3ccccc3)=NN2C(=O)COC(=O)COc2ccccc2)cc1 (stereo not given),-3,-8,-5,-2,1.0,1,2,-5,-3
OCC(C#CCN1CCCCC1)NCc1ccccc1 (stereo not given),-8,-3,-4,7,0.2,-5,0,-15,-6
O=C(CCc1nnc(COc2ccccc2)o1)NC1(c2ccccc2)CC1,-1,-12,7,-8,0.1,5,0,5,-2
CCCOc1ccc(C(=O)c2ccccc2C(=O)OC2CCOC2=O)cc1OCCC (stereo not given),-5,6,2,-7,0.3,8,2,-6,-28
COc1ccc(-c2cc3nc(CCl)[nH]c(=O)c3s2)cc1,-3,-4,3,-13,1.2,11,2,-17,-1
NC(Cc1ccc(C(F)(F)F)cc1)c1csc(NC(=O)NCCc2ccccc2)n1 (stereo not given),5,nt,41*,24,7.6,-11,39*,14,nt
CCCCN1C(=O)C(CC(=O)NCc2ccco2)CC(C(=O)N2CCOCC2)=C1C (stereo not given),-4,nt,-7,-1,2.5,1,1,-1,nt
CC(C)=CC(=O)Nc1nnc(-c2cccnc2)s1,-3,-5,-17,-24,0.6,7,1,-12,-2
CCOc1cc(/C=C2\SC(N3CCCC(C)C3)=NC2=O)ccc1O (stereo not given),-8,nt,4,-14,-0.5,8,-1,5,nt
Cc1ccc(C(=O)NC(=S)NCC2CCCO2)cc1[N+](=O)[O-] (stereo not given),-1,-11,-10,-10,0.5,11,2,-9,-14
Cc1ccc(NC(=O)Cc2nnc(SCC(=O)Nc3nncs3)n2C)cc1,-5,-6,2,-11,0.4,7,0,-4,5
CCSc1nnc(NC(=O)C2CCCCC2C(=O)O)s1 (stereo not given),-3,3,5,5,-0.2,-4,1,-6,-3
CCOc1ccccc1NC(=O)Cn1c(-c2ccc(Cl)cc2)noc1=O,2,-10,-1,1,7.4,-1,5,-5,-13
CC(C)Oc1ccc(S(=O)(=O)N2CCOCC2)cc1NC(=O)C1CCC1,-2,1,-5,7,0.5,-1,0,5,-23
Cc1c(NC(=S)NC(=O)c2ccco2)cccc1-c1nc2ncccc2o1,-2,-9,7,-4,0.6,6,1,-3,-12
Cc1sc2ncnc(N=Nc3c(O)[nH]c4ccccc34)c2c1C,-7,-11,2,-15,0.6,11,2,-13,-16
Cc1ccccc1NC(=O)Cc1nc(COC(=O)c2cc(Cl)ccc2O)cs1,-2,-8,-3,-8,0.5,6,1,-10,-27
O=c1c2ccccc2nnn1CSc1nnc(COc2ccc(Cl)cc2)n1Cc1ccco1,-4,-2,-19,-1,0.6,1,2,-4,-13
COc1ccc(CCNC(=O)c2ccc3c(c2)S(=O)(=O)N=C2CCCCCN23)cc1,-4,-11,-10,-4,0.1,1,3,-4,-1
O=S(=O)(Nc1ccc(-n2cccc2)cc1)c1ccccc1,-3,-6,-3,-6,0.3,4,1,-2,-6
Cc1cccc(C)c1Nc1c(-c2ccc(N3CCOCC3)cc2)nc2ncccn12,2,-8,-17,-4,0.2,7,3,10,-1
Cc1ccc(CN2CCN(C(=O)c3ccco3)CC2)cc1,-4,-13,13,1,-0.1,9,1,13,7
O=C(Nc1nc2c(cc3c4c(cccc42)CC3)s1)c1ccccc1Cl,-3,-7,-2,11,0.5,-7,2,4,-9
Cn1c(=O)c(-[n+]2ccccc2)c([O-])c2ccccc21,-3,1,1,-25,0.1,8,0,-4,1
CCOc1ccc(C(=O)CCC(=O)Nc2ccncc2)cc1,-5,-8,7,-2,2.4,-1,3,-18,-8
CC1CCC(NC(=O)CCC(=O)N2CC(C)Oc3ccccc32)CC1 (stereo not given),-6,-10,4,-17,0.5,6,1,-3,-2
COc1ccc(NC(=O)CN(C)C(=O)c2c(C)nn(Cc3ccc(C)cc3)c2Cl)cc1,-2,-4,4,-13,0.1,12,1,-7,-19

Going on with the list:
smiles,M1 ag,OXTR potentiator,M4 antag,CHRM1 antagonist,M1 ag parental,M1 PAM,CHRM4 agonist,CHO-K1 Ca antag,CHO parental Ca
COc1ccc(OCc2cc(C(=O)N3CCSCC3)no2)c(Cl)c1,-1,-7,-21,3,2.0,0,3,-19,-3
Cc1ccc(CSCC(=O)N(C)CC(=O)Nc2cccc(F)c2)cc1,0,-8,-2,-9,1.6,11,4,2,-16
O=C(N[C@@H]1CCC(=O)N(CC[C@H](Sc2ccccc2)c2ccccc2)CC1)OCc1ccccc1,-6,-15,5,2,0.3,-3,9,-17,-8
Cc1ccc(NC(=O)CSc2n[nH]c(-c3ccncc3)n2)cc1C,-4,6,-27,-4,0.6,5,-1,-3,-17
CCOC(=O)CC1C(=O)NCCN1C(=O)c1cccc(OC)c1 (stereo not given),-2,-1,9,28*,0.3,-14,0,18,7
CC(C1CC1)N(C(=O)c1ccccc1[N+](=O)[O-])c1ccccc1 (stereo not given),-6,-4,4,25,0.1,-7,0,-2,0
CCN(C(=O)c1ccncc1)c1c(N)n(Cc2ccccc2)c(=O)[nH]c1=O,-2,nt,-8,-4,6.8,-1,1,10,nt
CCSc1nnc(NC(=O)c2cccc(OCc3c(C)noc3C)c2)s1,-3,-20,-7,5,2.2,-1,7,1,-26
O=C(OCC(=O)c1ccc[nH]1)c1cncc(Br)c1,-2,-5,7,15,0.3,-7,2,4,-10
O=C(CCN1c2ccccc2Sc2ccccc21)Nc1ccccc1,-6,-6,-5,-18,-0.2,-2,-1,-3,-18
Fc1ccc(/C=N/Nc2cc(N3CCOCC3)ncn2)cc1,-5,-8,-3,-10,0.4,10,0,-10,4
COc1ccc(C(c2nnnn2C(C)(C)C)N2CCN(c3nc4ccccc4s3)CC2)cc1OC (stereo not given),-2,nt,5,-29,0.0,6,1,-8,nt
